CRFR2-BP antag: antagonists of CRF-BP/CRF-R2 complex, primary screen, cell-based, HEK293, calcium dye fluorescence, uHTS; CRF-induced calcium fluorescence; inhibition, % at 11.8 µM; hit rate 0.59% among 350,000; AID 588475, 2011;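 active = inhibition of the ligand-induced calcium signal above about 50% at the single tested concentration, limit read from the data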
CHRM5 PAM: human M5 muscarinic receptor positive allosteric modulators, primary screen, CHO-K1 cells, Fluo-8 calcium fluorescence | Muscarinic acetylcholine receptor M5 (Homo sapiens), P08912 | CHO-K1 hM5, ACh EC20 PAM; 0% = ACh EC20, 100% = ACh EC100 | activation, % at 3 µM | hit rate 0.3% among 360,000 | AID 624038, 2012;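 active = activation above the run cutoff, the mean activation of all test compounds plus 3 SD, cut at about 18% in these data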
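Assay system – human M5 receptor in CHO-K1 cells · Read-out – % activation, ACh-normalized · Technique – Fluo-8 calcium fluorescence · Dosing – single-point, 3 µM nominal · Incubation – Fluo-8 loading 80 min at 37 °C plus 30 min room temperature · Repeats – singlicate, one well per test compound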
TAAR1 agonist: human TAAR1 agonists, primary screen, Fluo-8 calcium fluorescence, CHO RD-HGA16 cells; Trace amine-associated receptor 1 (Homo sapiens), Q96RJ0; vehicle wells 0%, saturating PEA agonist 100%; activation, % at 3 µM; hit rate 0.99% among 360,000; AID 624467, 2012;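 active = activation above the mean activation of all test compounds in the run plus 3 SD, cut at about 38% in these data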
Target sequence (Q96RJ0 whole entry, looked up): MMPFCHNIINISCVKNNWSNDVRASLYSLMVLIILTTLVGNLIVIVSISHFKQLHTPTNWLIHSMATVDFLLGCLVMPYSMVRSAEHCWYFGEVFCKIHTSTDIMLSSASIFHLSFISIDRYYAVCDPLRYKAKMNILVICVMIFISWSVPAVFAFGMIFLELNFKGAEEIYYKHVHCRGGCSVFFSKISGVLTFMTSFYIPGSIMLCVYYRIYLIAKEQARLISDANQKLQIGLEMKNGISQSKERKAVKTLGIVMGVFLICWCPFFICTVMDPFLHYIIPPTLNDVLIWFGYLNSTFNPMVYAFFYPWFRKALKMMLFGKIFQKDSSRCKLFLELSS
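Repeats: no replicates (n 1) | Material: CHO-derived RD-HGA16 cells with stable Gα16 and human TAAR1 | Technique: Kinetic Fluo-8 calcium fluorescence | Schedule: 17-24 h seeding, 75 min 37 °C dye, 30 min RT | Evaluation: % activation from peak over basal fluorescence ratio, DMSO-to-PEA scaled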
TAAR1 antagonist: human TAAR1 antagonists, primary screen, Fluo-8 calcium fluorescence, CHO RD-HGA16 cells | inhibition, % at 3 µM | Trace amine-associated receptor 1 (Homo sapiens), Q96RJ0 | antagonist | hit rate 1.5% among 360,000;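 active = inhibition above a per-plate cutoff, the mean inhibition of test compounds on that plate plus 3 SD, cut at about 49% in these data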;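 also: 0% = DMSO plus EC80 beta-PEA response and 100% = DMSO alone without agonist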
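Test system: RD-HGA16 CHO cells with stable hTAAR1 and Gα16 / Probe or stimulus: EC80 β-phenethylamine stimulus / Times: seeding 17-24 h prior, 75-min 37 °C, 30-min RT dye loading / Detection: Fluo-8 calcium-sensitive fluorescence / Read-out basis: % inhibition scaled between DMSO and EC80 PEA controls / Repeats: singlicate, one well per test compound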
M1 PAM parental: nonselective calcium activators in parental CHO-K1 cells, primary screen, counter-screen for M1 PAM project, cell-based, Fluo-8 calcium fluorescence, full deck, 1536-well. AID 602247, 2012. ATP EC20; 0% at ATP EC20, 100% at ATP max. activation, % at 3 µM. hit rate 0.02% among 360,000;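 active = activation above the run cutoff, the mean activation of all test compounds plus 3 SD, cut at about 40% in these data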;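 also: peak over basal fluorescence ratio in a 140 s read after ATP addition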
CHRM4 PAM: human M4 muscarinic receptor positive allosteric modulators, primary screen, CHO-K1 cells, Fluo-8 calcium fluorescence; Muscarinic acetylcholine receptor M4 (Homo sapiens), P08173; CHO-K1 hM4/Gqi5, ACh EC20; 0% = ACh EC20, 100% = maximal ACh; activation, % at 3 µM; hit rate 0.4% among 360,000;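 active = activation above its plate's cutoff, the mean activation of sample wells plus 3 SD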; also: some results filed as inactive read as strong as hits
Target sequence (P08173 whole entry, looked up): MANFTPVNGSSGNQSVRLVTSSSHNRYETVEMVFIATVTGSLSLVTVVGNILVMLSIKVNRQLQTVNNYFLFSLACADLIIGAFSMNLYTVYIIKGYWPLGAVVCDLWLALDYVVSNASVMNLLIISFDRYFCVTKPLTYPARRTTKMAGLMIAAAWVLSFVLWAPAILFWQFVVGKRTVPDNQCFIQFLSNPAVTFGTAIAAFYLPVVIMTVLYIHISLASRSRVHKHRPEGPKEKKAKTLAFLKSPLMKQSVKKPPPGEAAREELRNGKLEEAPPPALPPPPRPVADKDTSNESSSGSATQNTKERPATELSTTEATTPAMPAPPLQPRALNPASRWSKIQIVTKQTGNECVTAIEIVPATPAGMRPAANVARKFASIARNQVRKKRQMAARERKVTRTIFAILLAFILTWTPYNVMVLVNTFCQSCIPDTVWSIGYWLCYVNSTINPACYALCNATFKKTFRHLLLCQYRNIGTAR
CHRM5 agonist: human M5 muscarinic receptor agonists, primary screen, CHO-K1 cells, Fluo-8 calcium fluorescence; Muscarinic acetylcholine receptor M5 (Homo sapiens), P08912; CHO-K1 hM5 cells; 0% DMSO wells, 100% maximal acetylcholine response; activation, % at 3 µM; hit rate 0.19% among 360,000; AID 624037, 2012;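 active = activation above the run's mean over test compounds plus 3 SD, cut at about 23% in these data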;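 also: signal is peak over basal fluorescence ratio across the kinetic read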
CRFR2-BP ag: agonists of CRF-BP/CRF-R2 complex, primary screen, cell-based, HEK293, calcium dye fluorescence, uHTS | activation, % at 13.2 µM | CRF-binding protein / CRF receptor 2 complex (human) | hit rate 0.46% among 350,000 | calcium dye fluorescence (FLIPR); percent of saturating CRF peptide response | AID 588473, 2011;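 active = activation of at least 50%, plus an integration ratio under a set limit after plate pattern correction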;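 also: plate controls were neutral control wells without compound for no effect and CRF at EC100 for full effect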
M5 antag: human M5 muscarinic receptor antagonists, primary screen, CHO cells, Fluo-8 calcium fluorescence; CHO-hM5 cells, ACh EC80; inhibition, % at 3 µM; Muscarinic acetylcholine receptor M5 (Homo sapiens), P08912; hit rate 0.59% among 360,000;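 active = inhibition above a per-plate cutoff, the mean of that plate's test compounds plus 3 SD, cut at about 27% in these data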;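 also: 0% = acetylcholine EC80 with DMSO and 100% = DMSO without agonist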
* hit, by the source's call; · = no result given. Rows are unselected, and some 4.2% of all compounds hit somewhere here.

SMILES	CRFR2-BP antag	CHRM5 PAM	TAAR1 agonist	TAAR1 antagonist	M1 PAM parental	CHRM4 PAM	CHRM5 agonist	CRFR2-BP ag	M5 antag
c1cc(-c2sc(-c3ccncc3)c(-c3ccncc3)c2-c2ccncc2)ccn1	6	-5	0	-51	20	-6	-1	2.1	6
CCN(C(=O)COC(=O)C1CC1C)c1c(N)n(Cc2ccccc2)c(=O)[nH]c1=O (centres undefined)	5	1	0	-29	-4	-3	3	-0.7	-6
CN=c1scc(-c2ccccc2F)n1/N=C(\C)c1cccnc1	9	-10	1	-7	1	3	-7	-1.4	-4
C[C@@]12C(=O)N(Cc3ccco3)CC(=O)N1[C@H]1c3cc(Cl)ccc3OC[C@@H]1[C@@H]2c1ccccc1	-11	-2	4	17	21	-1	1	-0.2	11
COc1ccc(C(=O)NCCS(=O)(=O)N(C)Cc2ccccc2)cc1	7	-12	0	4	-18	2	-4	-2.1	12
O=C(Nc1ccc2c(c1)C(=O)OC2)c1ccc(F)cc1F	-1	15	0	14	18	4	6	-1.6	-5
O=c1[nH]c2ccc(S(=O)(=O)Nc3ccc(-c4nnc5n4CCCCC5)cc3)cc2o1	-3	-1	1	-4	4	-3	3	1.6	-9
COc1ccc(NCc2cc(=O)oc3cc(NC(C)=O)ccc23)cc1	15	-3	2	-5	4	-2	0	-1.8	7
CCOC(=O)C1=CSC2=NS(=O)(=O)CCN12	4	-7	9	5	11	0	4	0.1	9
Cc1onc(-c2ccccc2Cl)c1C(=O)NCc1ccco1	4	-3	3	0	10	-5	-1	4.4	-4
COc1ccc(NC(=O)N(C)C[C@H]2Oc3c(NC(=O)c4nc5ccccc5s4)cccc3C(=O)N([C@@H](C)CO)C[C@H]2C)cc1	2	-7	20	-1	11	0	-1	0.0	12
C[C@H](CO)N1C[C@H](C)[C@@H](CN(C)S(=O)(=O)c2cn(C)cn2)Oc2ccc(NS(=O)(=O)c3ccccc3)cc2C1=O	0	9	7	-5	0	9	1	2.4	-4
COc1ccc(CCNC(=O)C2CCN(S(=O)(=O)N3CCCCCC3)CC2)cc1OC	-4	3	20	5	4	5	0	0.4	-1
COCCCN1C(=O)CS/C1=N\S(=O)(=O)c1ccccc1	24	0	6	-27	13	0	1	0.2	11
CCOC(=O)C(=O)N=Nc1c(O)n(C)c2ccccc12	-2	2	0	20	16	-1	-2	0.5	0
NC(N)=N/N=C/c1cccc([N+](=O)[O-])c1O	13	13	4	1	23	6	-3	-2.4	-9
COc1ccc(C(=O)CSc2nc(C)cc(C)n2)cc1C	5	-6	4	-4	23	-4	-2	0.5	5
CCc1ccc2c(CN3CCN(S(=O)(=O)c4ccccc4F)CC3)cc(=O)oc2c1	-2	-14	2	36	12	-7	-1	4.8	5
CC(C)C(c1nnnn1Cc1ccco1)N1CCC(C(N)=O)CC1 (centres undefined)	4	-6	2	7	24	-2	-5	1.7	4
CCNS(=O)(=O)c1ccc(NC(=O)CC(C)c2ccccc2)cc1 (centres undefined)	-4	5	6	-3	-10	-1	1	0.2	-12
CN(C)S(=O)(=O)N1CCN(S(=O)(=O)N2CCOCC2)CC1	9	2	6	8	-3	3	1	-1.4	-1
Brc1[nH]nc2ccccc12	1	8	-2	-9	12	3	-2	4.5	-6
c1cncc(-c2ccc3[nH]ccc3c2)c1	4	7	11	7	-1	1	-4	-0.6	-4
O=C(c1ccc(Br)s1)N1CCN(Cc2ccc3c(c2)OCO3)CC1	20	-8	5	14	10	-4	-4	-1.6	14

Compounds shown so far that have bromine (two):
SMILES	CRFR2-BP antag	CHRM5 PAM	TAAR1 agonist	TAAR1 antagonist	M1 PAM parental	CHRM4 PAM	CHRM5 agonist	CRFR2-BP ag	M5 antag
Brc1[nH]nc2ccccc12	1	8	-2	-9	12	3	-2	4.5	-6
O=C(c1ccc(Br)s1)N1CCN(Cc2ccc3c(c2)OCO3)CC1	20	-8	5	14	10	-4	-4	-1.6	14

(list continues)
SMILES	CRFR2-BP antag	CHRM5 PAM	TAAR1 agonist	TAAR1 antagonist	M1 PAM parental	CHRM4 PAM	CHRM5 agonist	CRFR2-BP ag	M5 antag
COc1ccc(CNC(=O)C/C(C)=N/NC(=O)c2ccccc2OC)cc1	7	-3	0	6	3	6	-3	1.4	4
CC(C)Cc1nnc(NC(=O)CSc2nc(-c3ccccc3)cc(=O)[nH]2)s1	-16	-8	6	-2	7	1	1	0.7	11
Cc1ccc(S(=O)(=O)N2CCN(C(=O)c3n[nH]c4ccccc34)CC2)cc1	3	-5	-3	21	-5	-6	-5	-1.2	3
CN(C)C1=NC(=O)/C(=C\c2ccccc2)S1	3	-1	1	-9	19	2	-2	-0.6	1
O=C(O)COc1c(-c2ccccc2)oc2ccccc2c1=O	9	5	37	1	8	0	0	-3.4	-8
Cc1ccc(-c2cc(N)n3nc(-c4ccc(C)cc4)cc3n2)cc1	3	-4	5	13	7	-4	-2	7.1	1
c1cc2c(cc1Cn1cnnn1)OCO2	13	1	17	0	23	1	-3	-6.2	-2
COc1ccc(OCC(=O)NCCNC(=O)c2cccnc2)cc1	-5	-8	3	-8	-3	-2	-1	1.0	48*
COC(=O)[C@]1(C)N[C@H](CN(C)S(=O)(=O)c2ccccc2)[C@@H]2C(=O)N(Cc3ccccc3)C(=O)[C@@H]21	-2	4	1	-9	-11	10	-1	-2.7	-13
CC(C)(C)c1ccc(OCC(=O)NC2CCS(=O)(=O)C2)cc1 (centres undefined)	-10	2	14	15	18	-6	3	1.3	-4
CC1CCC(C(=O)NC(C(=O)N2CCN(c3ccccn3)CC2)C(C)C)CC1 (centres undefined)	7	2	3	-6	15	-3	0	0.7	-7
O=C(NCCN1CCN(c2ccccc2Cl)CC1)Nc1ccccc1	5	-4	9	-7	3	-8	-23	-2.8	-3
CC(=O)Nc1ccc(/C=C/c2ccc3cccc([N+](=O)[O-])c3n2)cc1	-6	-1	6	12	2	-10	-3	-2.6	10
Cc1c(Br)c([N+](=O)[O-])nn1CC(=O)N(C)Cc1ccccc1	-5	-4	11	23	3	4	-1	0.6	8
CCOC(=O)C1CCCN(C(=O)c2cc(-c3ccc(C)cc3)on2)C1 (centres undefined)	-9	-5	3	10	-11	-5	0	0.4	6
COc1ccc(NC(=O)COc2coc(CN3CCN(c4ccccc4)CC3)cc2=O)cc1	7	2	8	-26	16	1	2	1.2	3
CC(=O)Nc1ccc(NC(=O)c2ccc(CSc3ccccc3)o2)cc1	-13	2	5	1	9	-6	0	-2.3	10
CCOC(=O)C1=C(N)N2C(=O)C(C)SC2=C(C(=O)OCC)C1c1ccccc1 (centres undefined)	-14	-1	7	3	21	7	-4	0.5	0
COC(=O)Cn1c2ccc(OC)cc2c2nc(C)sc21	2	-2	4	-49	25	-2	-7	-1.1	9
COC(=O)[C@H]1C[C@@]2(O)CN(S(=O)(=O)c3ccc(C)cc3)C[C@@]2(OC(=O)NCC2CCCCC2)C[C@H]1C(=O)OC	-16	1	-1	-13	4	2	1	-2.1	1
O=C(CN1C(=O)c2cccc3cccc1c23)NC1CCCCC1	-4	-4	0	3	8	-9	-3	-0.9	12
COc1ccccc1-c1nnc(SCC(=O)N2CC(C)CC(C)C2)o1 (centres undefined)	19	3	11	18	20	0	-5	-1.6	-6
Cc1cc(C(=O)N/N=C/C=C/c2cccc([N+](=O)[O-])c2)n[nH]1	1	5	4	-19	23	-1	0	-3.7	3
CCN1C(=O)CC(NCc2ccc(S(N)(=O)=O)cc2)C1=O (centres undefined)	-2	6	0	-24	25	0	1	3.1	-1

One compound at a time, as listed above. Screens in order: CRFR2-BP antag	CHRM5 PAM	TAAR1 agonist	TAAR1 antagonist	M1 PAM parental	CHRM4 PAM	CHRM5 agonist	CRFR2-BP ag	M5 antag
CC(C)C(c1nnnn1Cc1ccco1)N1CCC(C(N)=O)CC1 (centres undefined) across the screens: 4	-6	2	7	24	-2	-5	1.7	4
CCN(C(=O)COC(=O)C1CC1C)c1c(N)n(Cc2ccccc2)c(=O)[nH]c1=O (centres undefined) across the screens: 5	1	0	-29	-4	-3	3	-0.7	-6

Next part
SMILES	CRFR2-BP antag	CHRM5 PAM	TAAR1 agonist	TAAR1 antagonist	M1 PAM parental	CHRM4 PAM	CHRM5 agonist	CRFR2-BP ag	M5 antag
COCC(=O)Nc1nc(-c2ccccc2)ns1	-3	-4	5	16	11	11	3	1.7	-6
CC(C)[C@@H](C(=O)NCC1CCC(C(=O)O)CC1)n1nnc2ccccc2c1=O (some centres undefined)	1	-2	4	8	0	-5	-2	0.5	0
CCOC(=O)C1CCN(C(=O)c2cccc(S(=O)(=O)Nc3ccc(C)cc3C)c2)CC1	11	-3	6	0	9	-11	1	0.0	3
CCOC(=O)c1c[nH]n(-c2ccc(C)cc2)c1=O	-9	7	4	-13	0	3	3	-2.8	3
COc1ccc(C)cc1NC(=O)C1CCN(S(C)(=O)=O)CC1	6	-4	0	14	-4	-2	4	-0.6	1
CCN(C(=O)COC(=O)CNC(=O)c1ccc2ccccc2c1)c1c(N)n(Cc2ccccc2)c(=O)[nH]c1=O	-9	1	12	7	0	5	-2	-2.5	17
Cc1ccc(OCc2ccc(C(=O)N3CCCC3)o2)cc1C	24	2	0	-46	-6	10	-2	-0.7	3
Cn1c(C(=O)OC(C(=O)NC2CCCCC2)c2ccncc2)cc2sccc21 (centres undefined)	-14	-3	10	-8	16	-6	1	1.3	9
CCc1ccc(CCC(=O)N2CCN(S(=O)(=O)c3ccc(Br)cc3)CC2)cc1	8	-4	-1	28	9	-2	-1	6.8	5
Cn1c(=O)[nH]c(=O)c2c1nc(N1CCCCCC1)n2CCN1CCCCCC1	-19	-5	1	-23	-6	-10	-5	-0.9	2
CC(C)c1ccc(CC(C)C2C3=C(CCCC3=O)OC3=C2C(=O)CCC3)cc1 (centres undefined)	6	-3	12	-22	5	0	-6	1.4	1
O=C(Nc1ccc(F)cc1)C(c1cccc(F)c1)N1CCN(C(=O)c2ccco2)CC1 (centres undefined)	·	1	4	-33	·	14	2	·	5
Cc1cc(C)c(NC(=O)c2sc3nc4c(cc3c2N)C(=O)CC(C)(C)C4)c(C)c1	0	-10	8	-7	20	0	4	0.5	2
O=C(N/N=C/c1cccc(OCC(=O)N2CCCC2)c1)C(=O)Nc1ccccc1F	6	-7	15	-9	13	-4	2	0.6	8
Cc1ccc(NC(=O)Nc2ccc3c(c2)CCC3)cc1C	7	-5	0	-2	-24	-7	-4	0.7	18
COc1cccc(NC(=O)CN(C)C(=O)[C@@H]2CCCN2C(=O)c2cccs2)c1	6	-2	0	2	6	10	0	-0.5	5

From PubChem
